Assay outcomes from PubChem BioAssay.
HTRA1 inhibitor: blocks human HTRA1 serine peptidase | Q92743 | 340,000 compounds, 0.5% hits | recombinant HTRA1, FP-rhodamine activity-based probe, fluorescence polarization | AID 504803 | inhibition, % at 5.96 µM; in the data active = inhibition above about 36%;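 also: 0% = enzyme with DMSO and 100% = wells lacking enzyme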
LEDGF integ inh: blocks HIV-1 LEDGF/p75-dependent DNA integration; TR-FRET IN-LEDGF/p75 DNA integration, Eu/Cy5; inhibition, % at 3.7 µM; 370,000 compounds, 0.64% hits;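 active = inhibition above the screen-wide mean plus 3 SD, cut at about 13% in these data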;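 also: signal is the Cy5 over europium emission ratio at 671 and 618 nm; 0% = plate median of compound wells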
SIAE inh: inhibitors of human sialic acid acetylesterase SIAE | inhibition, % at 9.66 µM | 370,000 compounds, 0.69% hits | SIAE FP-Rh probe binding, fluorescence polarization | Q9HAT2 | AID 1053197;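 active = inhibition above a cutoff: mean of compounds within the control limits plus 3 SD of those, cut at about 17% in these data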;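 also: 0% = plate median of compound wells and 100% = probe without SIAE protein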
rCAG RNA binder: binds r(CAG) RNA repeats; r(CAG) RNA repeat, TO-PRO-1 dye displacement fluorescence; inhibition, % at 3 µM; 370,000 compounds, 1.3% hits;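 active = inhibition above the plate cutoff, the mean of all test compounds on that plate plus 3 SD, cut at about 35% in these data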;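 also: 0% = DMSO alone and 100% = 100 µM mitoxantrone as full dye displacement; higher means more dye released from RNA so lower well fluorescence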
PRMT1 inh: PRMT1 (human) inhibition, primary screen | Q99873 | recombinant PRMT1, activity-based probe fluorescence polarization | inhibition, % at 2.79 µM | 370,000 compounds, 1.3% hits;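 active = inhibition above about 21% made by adding two undisclosed values, limit read from the data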
TCR-CD3 inh: blocks the human TCR-CD3 interaction | inhibition, % at 9.4 µM | 360,000 compounds, 0.37% hits | TAMRA-labeled TCR probe fluorescence, biochemical; in the data active = inhibition above about 19%;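 also: recombinant mutant TCR 2C K166C tagged with TAMRA read by polarization; 0% = receptor in buffer alone and 100% = receptor with positive control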
TDP2 inh: TDP2 (human) inhibition, absorbance primary screen. O95551. recombinant TDP2, T5PNP hydrolysis, p-nitrophenol absorbance 415 nm. inhibition, % at 12.8 µM. 370,000 compounds, 0.34% hits. AID 720702;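 active = inhibition above the mean of all tested compounds plus 3 SD, set per campaign, cut at about 25% in these data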;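 also: 0% = DMSO with enzyme and 100% = buffer with substrate but no TDP2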
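Test system: Human TDP2 enzyme | Reagent: 5 mM T5PNP | Compound dosing: 12.8 µM single point, 1% DMSO | Incubation: Enzyme reaction with compound for 2 h at 37 °C | Technique: p-Nitrophenol epi absorbance | Read-out: % inhibition relative to enzyme-containing and enzyme-free wells | Benchmarks: High control without enzyme, low control DMSO plus TDP2 | Replicates: Singlicate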
mABHD4 FP: inhibits mouse alpha/beta hydrolase domain 4; inhibition, % at 8.92 µM; purified mABHD4, FP-Rh probe fluorescence polarization; Q8VD66; 370,000 compounds, 0.54% hits;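 active = inhibition exceeding the mean over every tested compound plus 3 SD, cut at about 30% in these data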;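 also: 0% = plate median of compound wells and 100% = S159A mutant with DMSO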
Target sequence (Q8VD66 whole entry, looked up, the tested form may be a part): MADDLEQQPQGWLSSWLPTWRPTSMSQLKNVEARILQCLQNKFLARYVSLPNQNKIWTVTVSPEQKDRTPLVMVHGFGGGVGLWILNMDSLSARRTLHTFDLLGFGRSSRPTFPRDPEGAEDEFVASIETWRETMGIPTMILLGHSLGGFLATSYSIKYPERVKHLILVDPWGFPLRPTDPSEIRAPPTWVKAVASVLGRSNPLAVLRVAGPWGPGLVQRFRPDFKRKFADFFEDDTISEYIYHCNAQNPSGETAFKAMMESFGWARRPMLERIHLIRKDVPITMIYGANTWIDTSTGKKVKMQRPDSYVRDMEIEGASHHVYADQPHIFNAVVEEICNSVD
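system = mouse ABHD4 enzyme, wild type | medium = HEPES pH 7.0, NaCl, Pluronic buffer | also added = FP-Rh probe | incubation = Enzyme–compound pre-incubation 45 min, then probe 60 min, both 25 °C | technique = fluorescence polarization, excitation 525 nm, emission 598 nm, BODIPY TMR filters | controls = S159A mutant high control, sample median low control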
MBD2 inh: inhibitors of human MBD2 binding to methylated oligonucleotide | Q9UBB5 | TR-FRET | inhibition, % at 4.4 µM | 370,000 compounds, 0.31% hits; in the data active = inhibition above about 13%
Target sequence (Q9UBB5 whole entry, looked up): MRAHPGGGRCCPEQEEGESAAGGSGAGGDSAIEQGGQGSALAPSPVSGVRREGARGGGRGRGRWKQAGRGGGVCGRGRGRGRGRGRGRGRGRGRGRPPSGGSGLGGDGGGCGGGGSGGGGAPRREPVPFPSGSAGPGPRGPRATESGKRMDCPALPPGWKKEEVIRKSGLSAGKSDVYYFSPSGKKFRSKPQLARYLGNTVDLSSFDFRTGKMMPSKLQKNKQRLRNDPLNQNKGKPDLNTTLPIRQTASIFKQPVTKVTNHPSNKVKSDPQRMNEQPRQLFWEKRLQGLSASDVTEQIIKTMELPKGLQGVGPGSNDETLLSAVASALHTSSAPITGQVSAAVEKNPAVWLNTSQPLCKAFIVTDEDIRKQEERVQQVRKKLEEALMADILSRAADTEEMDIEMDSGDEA
GC-B act: GC-B (human) receptor activation; P20594; HEK293-GC-B cells, CNP EC30, cGMP TR-FRET; 0% at EC30 CNP, 100% saturating CNP; activation, % at 10 µM; 370,000 compounds, 0.11% hits;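 active = activation at 10 µM reaching about 35% in either raw or pattern-adjusted values, limit read from the data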
* marks the source's active call; other numbers are inactive results; · = no result given; & = joins results of further samples. An excerpt. The share of hits here may be higher or lower than overall.

SMILES | HTRA1 inhibitor | LEDGF integ inh | SIAE inh | rCAG RNA binder | PRMT1 inh | TCR-CD3 inh | TDP2 inh | mABHD4 FP | MBD2 inh | GC-B act
Cc1cccc(NC(=O)CSc2nnc(-c3cnccn3)n2Cc2ccco2)c1 | -7 | 1 | -5 | 7 | 20 | 3 | -15 | -3 | 0 | -19
O=C(C1CCCO1)N1CCN(C(=S)Nc2ccc(Br)cc2)CC1 (centres undefined) | 3 | -5 | 7 | -4 | 2 | 4 | -5 | 4 | -4 | 3
O=C(c1ccc(S(=O)(=O)NCc2ccco2)cc1)N1CCN(Cc2ccccc2)CC1 | 2 | -2 | -2 | -3 | -5 | 1 | 12 | 0 | 1 | 1
CN(N=Cc1ccccc1)C(=S)Nc1ccccc1 | 5 | 2 | 4 | 2 | 0 | 2 | 1 | 5 | -1 | 7
CCc1ccc(C(=O)NCc2cnn(C)c2)s1 | -1 | -3 | -4 | 0 | -3 | -4 | -2 | 2 | 0 | -4
CC1=NN(C(=O)c2csc(C)c2)C(O)(C(F)(F)F)C1 (centres undefined) | 3 | 2 | 9 | -3 | 0 | -5 | 6 | 6 | -6 | -3
O=C(Nc1cc(S(=O)(=O)N2CCCCCC2)ccc1OCC(F)(F)F)c1ccc(=O)[nH]c1 | 2 | -2 | -5 | 0 | 1 | 2 | -1 | 4 | 1 | 3
COc1ccc(NS(=O)(=O)c2cc(NC(=O)c3ccc(=O)[nH]c3)ccc2C)cc1 | -11 | -1 | -9 | 5 | 21 | -2 | -6 | -9 | 3 | -2
CC(C)Cc1ccc(CN2C(C)C(=O)N(Cc3cn(Cc4ccco4)nn3)CCS2(=O)=O)cc1 (centres undefined) | · | 8 | -11 | 51* | 7 | -3 | -11 | 2 | 4 | 3
CC(O)(c1ccc(F)c(F)c1)c1nc(-c2ccc(F)c(Cl)c2)cs1 (centres undefined) | · | -5 | -18 | 3 | 0 | 2 | -1 | -33 | 0 | -2
COc1ccc(-c2oc(=O)c3cc(OC)c(OC)cc3c2/C=C/c2ccc(OC(C)=O)cc2)cc1 | -9 | -1 | -2 | 14 | 1 | -4 | -2 | -12 | 1 | 5
CCCc1c(C)nn(C(=O)/C(C#N)=N/Nc2ccccc2[N+](=O)[O-])c1C | 4 | -5 | 0 | -1 | -3 | 10 | -6 | 1 | -2 | 4
COc1ccccc1NC(=O)COC(=O)c1cc2ccccc2cc1O | 5 | 2 | 1 | 6 | 1 | 0 | 0 | -5 | -1 | 0
O=C1C=C(NCc2ccccc2)C2(CCCCC2)O1 | 6 | 0 | -4 | -1 | 1 | 4 | 1 | -1 | -5 | -6
CC1=NN(c2ccccc2)C(=O)C1(C)[N+](=O)[O-] (centres undefined) | 0 | -1 | 4 | -3 | 2 | 6 | 5 | 10 | 2 | -2
Cc1ccc(O)c(C(=O)c2cnc3onc(-c4ccc(F)cc4)c3c2)c1 | -17 | 2 | -19 | 5 | 2 | 6 | 8 | -12 | -3 | -2
C[C@@H](CN=[N+]=[N-])CN1CC[C@H](C(C)(C)C)CCC1=O | -5 | -1 | -6 | -10 | -2 | -2 | -10 | 2 | -2 | 2
CC1(C)C=C(c2ccc(C(=O)O)s2)CC(C)(C)N1 | 0 | 0 | -1 | -3 | 1 | 6 | 5 | 11 | -1 | 2
COc1cc(CCC(O)CC(=O)CCc2ccccc2)ccc1O (centres undefined) | 4 | 23* | -3 | -3 | -1 | 8 | 3 | 3 | 1 | 0
COc1cc(OC)c(OC)cc1CN1CCN(C(=O)CC(C)C)CC1 | 6 | 3 | 1 | -7 | 2 | 9 | 1 | 7 | -1 | 5
Cc1ccc(C)c(NC(NC(=O)c2ccccn2)C(Cl)(Cl)Cl)c1 (centres undefined) | -19 | -3 | -6 | -4 | -1 | 2 | -2 | -6 | -1 | -6
CC(/C=N/NC(=O)CSc1nc(C)cc(C)n1)=C\c1ccccc1 | -14 | 1 | -2 | -4 | 0 | -3 | -1 | -5 | -1 | -1
Cc1cc(C)cc(NC(=S)N2C3CCCC2CC(NC(=O)C2CC2)C3)c1 (centres undefined) | -4 | 0 | 8 | 2 | -1 | 4 | 5 | -7 | -7 | 0
O=C(CCc1ccccc1Cl)Nc1cc2c(cc1C(=O)O)OCCCO2 | 0 | -4 | 2 | 1 | -1 | -6 | 11 | -2 | 4 | -4
CCOC(=O)N1CCN(C(=O)C[C@H]2C[C@@]3(C(=O)OC)C(=C[C@H](C(C)(C)C)O[C@@H]3C)N(Cc3cccc4ccccc34)C2=O)CC1 | · | -2 | 1 | 0 | -2 | · | 6 | -13 | -3 | 0
COc1ccc(N(CC(=O)NCc2cccnc2)S(=O)(=O)c2ccc(C)c([N+](=O)[O-])c2)cc1 | -5 | 2 | -2 | 9 | 0 | 2 | -2 | 3 | 0 | -4
Cc1ccc2[nH]c3c(=O)n(N)c(=O)[nH]c3c2c1 | · | 0 | 5 | 1 | -1 | -10 | 0 | 3 | -6 | 0
COc1ccc(C)cc1NC(=O)C1CC(=O)N(CCc2ccc(F)cc2)C1 (centres undefined) | -1 | 2 | -8 | 15 | 7 | 2 | -3 | 4 | -2 | 0
COc1cc2c(cc1OC)CN(C(=O)CN1CCN(S(=O)(=O)c3ccccc3Br)CC1)CC2 | 5 | 2 | 6 | -1 | 5 | 0 | 19 | 11 | 2 | 2
Cc1nc(NC(=O)Nc2ccc(Cl)cc2)sc1C | -3 | 4 | 4 | 31 | -4 | 3 | -5 | -4 | 4 | -1
CCCCCCSc1cc(-c2nc3ccc(Cl)cn3c2NCCCC)ccc1OC | -6 | 0&-1 | -9&0 | 3&5 | -1&-1 | -2&0 | -6&0 | 8&0 | -3&0 | 1&10
O=c1c2[nH]c3ccccc3c2nc2n1CCCS2 | · | -4 | 4 | -5 | 0 | -4 | 4 | -2 | 2 | 0
CCCC(C)NC(=O)CSc1nc2ccc(C)cc2[nH]1 (centres undefined) | 5 | 2 | 3 | -4 | -2 | 0 | 15 | -3 | 1 | -1
COc1ccc(/C=N/NC(=O)c2ccc(Cn3cc([N+](=O)[O-])cn3)o2)cc1O | 4 | 2 | 6 | 5 | -2 | 3 | 3 | 2 | -4 | 3
CC1CCCN(C(=O)COC(=O)c2cc([N+](=O)[O-])ccc2N2CCOCC2)C1 (centres undefined) | -5 | -1 | 1 | -4 | -6 | 8 | -12 | -3 | -2 | 1
COc1cccc(-n2nnnc2SCC(=O)Nc2cccc(C)n2)c1 | -1 | -3 | -1 | -5 | -2 | -2 | -8 | 3 | 2 | 2
CN(Cc1ccccc1)C(=O)CN1C(=O)c2ccccc2S1(=O)=O | 5 | 1 | -3 | -4 | -1 | 2 | 13 | -3 | -6 | 5
O=S1(=O)CCN(C2CCCC2)CC1 | -2 | -4 | -2 | 1 | -1 | 4 | -2 | 8 | -1 | 4
O=C(Cc1ccc(S(=O)(=O)N2CCCC2)s1)N1CCN(c2ccc(F)cc2)CC1 | 3 | 2 | 2 | 3 | -3 | 1 | -20 | -5 | -6 | 1
O=c1c2ccccc2nc2n1CCCCC2 | 2 | -1 | 7 | 3 | 0 | 5 | -2 | 5 | 5 | 1
CC(=O)Nc1ccc(Nc2c3c4c(cccc4n(C)c2=O)C(=O)c2ccccc2-3)cc1 | 21 | -1 | 6 | -97 | 71* | 21* | -2 | 31* | -6 | 38*
O=C1NC(c2ccco2)Nc2sc3c(c21)CCN(Cc1ccccc1)C3 (centres undefined) | 6 | -1 | -7 | 8 | 31* | -6 | 4 | -2 | -10 | -3
COCCNc1c([N+](=O)[O-])c(=O)n(-c2ccccc2)c2ccccc12 | -3 | 0 | -7 | 2 | 1 | -7 | 4 | 3 | 3 | -7
CCCOc1cccc(C(=O)NC(=S)Nc2ccccc2)c1 | -31 | 1 | -8 | 2 | -1 | 4 | -3 | -6 | 2 | -1
COc1ccc(NS(=O)(=O)c2ccc3c(c2)Cc2ccccc2-3)cn1 | -33 | -2 | -6 | 12 | -3 | -7 | 2 | -14 | 6 | 1
O=C(O)c1ccc(CSc2nnc(-c3ccncc3)n2-c2ccc(Cl)cc2)cc1 | -1 | 0 | -4 | 3 | -1 | 2 | 11 | -13 | 5 | -1
O=c1[nH][nH]c2c1[C@H](c1ccc(F)cc1)O[C@H](C1CCCCC1)C2 | · | 0 | 7 | 14 | 1 | -5 | 1 | 7 | -1 | 1
COc1ccc(/C=C(\NC(=O)c2ccc(C)cc2)C(=O)NCCCn2ccnc2)cc1 | 7 | -1 | 1 | -1 | -1 | 3 | 15 | 7 | -5 | 2

Shown as a hit in mABHD4 FP, of those listed so far:
structure	HTRA1 inhibitor	LEDGF integ inh	SIAE inh	PRMT1 inh	TCR-CD3 inh	TDP2 inh	mABHD4 FP	MBD2 inh	GC-B act
CC(=O)Nc1ccc(Nc2c3c4c(cccc4n(C)c2=O)C(=O)c2ccccc2-3)cc1	21	-1	6	71*	21*	-2	31*	-6	38*

Additional results.
SMILES | HTRA1 inhibitor | LEDGF integ inh | SIAE inh | rCAG RNA binder | PRMT1 inh | TCR-CD3 inh | TDP2 inh | mABHD4 FP | MBD2 inh | GC-B act
CCN(CC)CC#CCC1(O)c2ccccc2-c2ccccc21 | -5 | 1 | 10 | -4 | -1 | 4 | -14 | 5 | -3 | -2
COc1cc(/C=C(/C#N)c2ccccc2)ccc1Oc1ccc([N+](=O)[O-])cn1 | -17 | -1 | -3 | 3 | 0 | 3 | 5 | 7 | 2 | 3
CCCCC(CC)C(=O)NCc1ccccc1OC (centres undefined) | 3 | 4 | 5 | -3 | 0 | 6 | 1 | 1 | 0 | -7
CCN(CC(=O)Nc1cc(Cl)ccc1C)C(=O)c1cc(S(=O)(=O)N2CCCCCC2)ccc1OC | 2 | -3 | -1 | 2 | 1 | 3 | 5 | 2 | 1 | 3
CCCCOc1ccc(/C=C/C2=CC(C)(C)NC(=S)N2)cc1OCC | 3 | -2 | -1 | 4 | 5 | -4 | -2 | 3 | 5 | 3
Cc1ccc2nc(-c3ccc(SCC(=O)Nc4nnc(C)s4)nc3)[nH]c2c1 | -32 | -2 | -58 | 3 | 0 | 6 | 11 | -52 | -1 | 9
O=C(CSc1cc(Cl)ccc1Cl)NC1CCCc2ccccc21 (centres undefined) | -4 | 1 | -5 | -3 | -3 | 1 | -1 | 0 | 1 | -7
O=C(N/N=C/c1ccc(Cl)cc1Cl)c1ccc(-n2cnnn2)cc1 | -1 | 4 | 2 | 0 | -1 | 0 | -13 | 0 | -8 | -12
Cc1ncsc1C(=O)O | 7 | 0 | 5 | -2 | 6 | 1 | 8 | -2 | 3 | -2
CCN(CC)c1ccc(N)cc1S(=O)(=O)Nc1ccc(OC)cc1 | 7 | -3 | 4 | 2 | 7 | -1 | -9 | 3 | 7 | 2
C[C@@H]1CN([C@@H](C)CO)C(=O)CCCn2nncc2CO[C@@H]1CN(C)C(=O)CCC(F)(F)F | 1 | -1 | -3 | 0 | 1 | -6 | 2 | 2 | 5 | -1
CC1(C)Cc2c(sc(NC(=O)c3ccc(S(=O)(=O)N4CCCCCC4)cc3)c2C(N)=O)C(C)(C)N1 | -13 | -7 | 3 | 0 | 1 | 1 | 0 | -4 | 4 | 4
